Assay outcomes as filed in PubChem.
GLP1R inv ag: acts as inverse agonist at human GLP-1 receptor; Potency, µM (series often up to 38.3 µM), without a hit: at the top dose activity change, negative = inhibition, hits mostly inhibitors; HEK293 GLP-1R CRE-luciferase, luminescence, 24 h; GLP-1R form is constitutively active; 410,000 tested, 1.6% active; also: potency is read from the fitted curve at half-maximal effect; % is scaled to controls: 0 for no effect and ±100 for the full control effect; nearly all actives have a fitted effect of over 55% in size
Target sequence (P43220 whole entry, looked up): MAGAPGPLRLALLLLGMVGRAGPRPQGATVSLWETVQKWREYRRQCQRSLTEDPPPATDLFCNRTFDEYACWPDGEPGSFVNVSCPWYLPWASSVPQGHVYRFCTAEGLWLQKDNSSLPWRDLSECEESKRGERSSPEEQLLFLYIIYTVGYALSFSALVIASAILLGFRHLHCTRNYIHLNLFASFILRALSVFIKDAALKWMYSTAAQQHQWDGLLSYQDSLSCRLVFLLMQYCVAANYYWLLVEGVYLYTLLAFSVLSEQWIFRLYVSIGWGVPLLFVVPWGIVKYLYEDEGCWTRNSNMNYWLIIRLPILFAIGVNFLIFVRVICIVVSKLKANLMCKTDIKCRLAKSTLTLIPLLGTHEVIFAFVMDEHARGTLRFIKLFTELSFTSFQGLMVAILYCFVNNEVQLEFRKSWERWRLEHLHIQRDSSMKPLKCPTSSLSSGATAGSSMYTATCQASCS
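Inverse agonists were sought by their lowering of basal cAMP reporter luciferase output in HEK293 cells stably carrying constitutively active human GLP-1R, after 24 h compound treatment.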
PLK1 PBD block: inhibitors of human PLK1 polo-box domain binding; P53350; Plk1 PBD binding of FITC phosphopeptide, fluorescence polarization; Potency, µM, without a hit: max response, negative = inhibition, actives largely listed as inhibitors; 360,000 tested, 2.8% active; AID 720504; also: potency is read from the fitted curve at half-maximal effect; series mostly up to about 57 µM; % is scaled to controls: 0 for no effect and ±100 for the full control effect; nearly all actives have a fitted effect of over 65% in size
WRN helicase inh: WRN helicase (human) inhibition | 360,000 tested, 0.46% active | WRN helicase unwinding, fluorescent forked duplex, kinetic | Q14191 | AID 651768 | Potency, µM (top dose mostly 114 µM), without a hit: top-dose activity change, negative = inhibition, usual class: inhibitors; also: potency is read from the fitted curve at half-maximal effect; % is scaled to controls: 0 for no effect and ±100 for the full control effect; nearly all actives have a fitted effect of over 55% in size
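WRN at 20 nM final preincubated with compound 15 min at room temperature; reaction started with 100 nM fluorophore/quencher forked duplex oligonucleotide and 2 mM ATP final. Unwinding followed kinetically by red fluorescence (ex 525, em 598 nm).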
DRD3 agonist: activates the human D3 dopamine receptor. P35462. D3R DiscoveRx beta-arrestin cells, luminescence, 90 min. max activation, %. 410,000 tested, 0.58% active. AID 652048; in the data active = max activation above about 30%; also: 0% is about no effect; mostly tested at two doses, the higher about 12 µM
Target sequence (P35462 whole entry, looked up): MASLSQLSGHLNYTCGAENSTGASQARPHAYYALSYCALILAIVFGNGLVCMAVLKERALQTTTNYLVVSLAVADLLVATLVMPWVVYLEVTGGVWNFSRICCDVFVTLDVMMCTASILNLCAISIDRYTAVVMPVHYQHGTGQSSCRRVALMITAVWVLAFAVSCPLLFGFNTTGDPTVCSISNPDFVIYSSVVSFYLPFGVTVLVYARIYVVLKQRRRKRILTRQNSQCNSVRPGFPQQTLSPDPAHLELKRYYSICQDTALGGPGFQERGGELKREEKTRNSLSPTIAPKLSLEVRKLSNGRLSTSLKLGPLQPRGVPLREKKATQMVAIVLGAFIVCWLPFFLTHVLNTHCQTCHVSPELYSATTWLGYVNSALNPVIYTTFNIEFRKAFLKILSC
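Agonist mode: compounds and dopamine controls were applied to plated cells for 90 min at 37 degrees C after an overnight attachment at 1500 cells/well. Luminescent read-out followed 30 - 60 minutes at room temperature with DiscoveRx detection reagent.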
DRD3 antagonist: antagonists of human D3 dopamine receptor. AID 652054. D3R cells, DiscoveRx beta-arrestin luminescence, antagonist mode; active compounds read low. 360,000 tested, 2.5% active. max response, negative = inhibition, %; in the data active = max response below about -50%; inconclusive = no clear call, values can overlap the other calls; also: % is scaled to controls: 0 for no effect and ±100 for the full control effect; mostly tested at two doses, the higher about 12 µM
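Cells expressing the human receptor were seeded at 1500 cells/well, incubated overnight at 37 degrees C in 5% CO2, then exposed to library compounds with dopamine controls for 90 minutes at 37 degrees C before luminescent detection.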
IL2 activator: IL-2 activation; IL-2 activation reporter assay, cell-based qHTS; stimulated with anti-CD3/CD4/CD28 beads; in transgenic mouse T cells; activation, % (series mostly up to about 46 µM); 360,000 tested, 0.065% active; AID 652025; in the data active = activation above about 50%; inconclusive = mostly about 30% to 49%; also: 0% is about no effect
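Quantitative HTS in unstimulated transgenic mouse T cells, with memory T cells as non-tolerant control and PMA/ionomycin as tolerance-bypass control. Compound pretreatment lasted 60 minutes before 18 h bead stimulation; EGFP/DsRed fluorescence read.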
GLP-1R agonist: activates the human GLP-1 receptor. HEK293 GLP-1R CRE-luciferase, luminescence, 4-6 h; cells express a hypersensitive GLP-1R form. 380,000 tested, 0.007% active. AID 624172. Potency, µM (titrated, usually from 45.6 µM), without a hit: top-dose activation, hits mostly activators; also: potency is read from the fitted curve at half-maximal effect; % of control where 0% means no effect
PI5P4Ka inh: inhibitors of human PI5P4K alpha | P48426 | PI5P4Kalpha enzyme, ADP-Glo luminescence, 60 min; active compounds read low | max response, % | 330,000 tested, 1.2% active; active = max response of -50% or lower; inconclusive = between -30% and -50%; inactive = -30% or higher; also: value at the top dose of about 77 µM; % is scaled to controls: 0 for no effect and ±100 for the full control effect
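ADP-Glo luminescence end-point after a 60 min room-temperature kinase reaction. PI5P4Kalpha and substrate in HEPES pH 7.4 buffer with EGTA, 0.1% CHAPS and 5% DMSO; ATP at 5 microM final.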
HEK293 tox: cytotoxicity in counter-screen for GLP-1R inverse agonists; HEK293 cAMP-luciferase reporter cells, luminescence, 24 h; Potency, µM (titrated, usually from 38.3 µM), inactives show at the highest dose activity change, negative = inhibition, hits mostly inhibitors; 410,000 tested, 0.13% active;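 also: loss of luciferase light is scored as toxicity; potency is read from the fitted curve at half-maximal effect; % is scaled to controls: 0 for no effect and ±100 for the full control effect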
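Cells in DMEM/10% Nu serum/1% pen-strep, 1536-well format. Pre-incubated 12 h, dosed with 23 nL compound, incubated a further 24 h. Luciferase detection, 12 min at room temp, luminescence.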
The depositor's hits bear a star; ? = inconclusive; . = no result given; & = joins results of further samples; [ ] = remark or other dose. Unless noted, calls follow the shape of the dose curve; as a rule, active = well fitted curve in the direction sought with a large enough effect; inconclusive = small, poorly fitted or top-dose-only effect, or another doubt; inactive = no such curve, though single readings can be large; an effect the other way counts as inactive or inconclusive.

structure,GLP1R inv ag,PLK1 PBD block,WRN helicase inh,DRD3 agonist,DRD3 antagonist,IL2 activator,GLP-1R agonist,PI5P4Ka inh,HEK293 tox
Cc1cccc2sc(NC(=O)CN(C)S(=O)(=O)c3cccs3)nc12,?,-10%,-1%,4,40,0.3,-1%,-7,-22%
CC1CCCC(C)N1C(=O)Cn1cnc2cc([N+](=O)[O-])ccc2c1=O (stereo not given),2%,0%,-17%,8,7,-3.2,0%,3,17%
Cc1ccccc1NC(=O)CC1SC(=O)N(c2ccccc2)C1=O (stereo not given),13%,11µM*,?,1,-92*,0.5,10%,2,3%
Cc1[nH]c2ccccc2c1CCO,-5%,2%,4%,2,4,-0.1,1%,2,-3%
CN(CCOc1ccccc1)CC(=O)Nc1cccc(Br)c1,?,4%,-17%,-13,-21,-0.9,21%,18,8%
CC1(C(=O)OCC(=O)Nc2ccc(C(N)=O)cc2)CC1(Cl)Cl (stereo not given),-8%,4%,5%,6,4,3.3,0%,2,-1%
COc1cc2c(c(Br)c1N)-c1cc(Br)c(N)cc1C2=O,18%,-18%,-1%,3,18,-1.2,13%,0,-11%
Cc1ccc([C@H]2C[C@@H](n3cc(COC(=O)c4ccccc4)nn3)[C@H](O)CN2C(=O)C2CCCCC2)cc1,?,-17%,-7%,-7,-17,-1.3,-4%,-6,-8%
O=C(NCCc1ccccc1)C(=O)NCC1CCCO1 (stereo not given),43%[activator],-1%,-2%,1,-16,-1.8,-3%,.,-9%
CC1(C(=O)NC2CCCC2)CCC(=O)N1Cc1ccccc1Cl (stereo not given),9%,-11%,-5%,-6,2,4.6,-8%,-4,2%
COc1ccc(CNC(=S)Nc2ccccc2)cc1,-12%,-11%,-4%,-2,-4,2.0,-5%,1,-2%
CC(C)C1Nc2ccc(S(N)(=O)=O)cc2C2C=CCC21 (stereo not given),-1%,-28%,0%,-5,-25,-2.1,0%,?,2%
Cc1ccc(OC(=O)CCC(=O)N2CCc3ccccc32)cc1,2%,-3%,-22%,2,1,-2.0,2%,.,17%
COC(=O)Nc1ccc(S(=O)(=O)NCCO)cc1,7%,-11%,-3%,0,-10,-1.7,-7%,-2,2%
O=C1CC(N(Cc2ccco2)C(=O)Nc2ccc(F)cc2)C(=O)N1c1ccc(F)cc1 (stereo not given),-17%,-3%,-3%,4,-18,0.2,-10%,.,-7%
CC(c1ccccc1)C1C(C#N)=C(N)SC(N)=C1C#N (stereo not given),-11%,-27%,-12%,-3,-22,0.1,3%,?,2%
CC(SC1=NCCS1)C(=O)Nc1nnc(-c2ccc(Br)cc2)s1 (stereo not given),11%,-6%,-4%,-9,-28,0.4,13%,-4,-12%
COc1ccc(NC(=O)Cn2nc(C(F)(F)F)c3c2CCCC3)cc1OC,?,-1%,-5%,7&14,9,-0.8,-2%&-7%,.,-2%&7%
COc1cc2nc(SCC(=O)c3ccc(Br)cc3)n3nc(C)nc3c2cc1OC,36%,0%,-2%,15,6,1.1,1%,-1,3%
Cc1nc2c(c(C)nn2-c2ccccc2)c(C)c1CCC(=O)NCCCOC(C)C,?,-7%,-4%,0,21,-0.3,22%,13,0%
S=C(NCc1ccc(Cl)cc1)Nc1ccccc1,?,-6%,-4%,-1,4,-0.2,8%,10,?
Cc1ccc(N2C(=O)C3C4C=CC(CC4)C3C2=O)c([N+](=O)[O-])c1 (stereo not given),-18%,-4%,-6%[57.1 µM],-1,8,5.4,3%,0,2%
CCOCCCn1c(SCC(=O)NCc2ccco2)nc2c(sc3ccccc32)c1=O,0%,-3%,-3%,7,10,-0.5,-1%,-1,-22%
CNc1ncnc2c1ncn2[C@H]1CN(Cc2ccncc2)C[C@@H](CO)O1,2%,-1%,-2%,0,0,-0.4,6%,12,-4%
CC1(C#N)c2ccccc2C(Br)=CN1C(=O)c1ccccc1 (stereo not given),-7%,-15%,-7%,0,-5,-0.7,10%,8,5%
Cc1nnc(SCC(=O)N2CCN(S(=O)(=O)c3ccc(Cl)cc3)CC2)n(N)c1=O,-25%,-8%,2%,5,16,1.4,-7%,-4,-4%
Cc1cc(C)c(C#N)c(SCC(=O)Nc2ccccc2C#N)n1,27%,.,.,-1,.,.,26%,.,-3%
O=C1NC[C@H](Cc2ccccc2)N(C[C@H]2CCCN2C[C@H](Cc2ccccc2)N2C[C@H](Cc3ccccc3)N(CC3CCCCC3)C(=O)C2=O)C1=O,?,-10%,6%,-30,?,-0.8,3%,-20,-28%
CCCC(=O)Nc1ccc(Cc2ccc(NC(=O)CCC)c(C(=O)O)c2)cc1C(=O)O,-6%,-20%,7%,-2,4,0.5,11%,-3,0%
CS(=O)(=O)c1cnc(-c2ccccc2)nc1Oc1ccc(F)cc1,43%[activator],-4%,-18%[57.1 µM],0,11,-0.6,1%,-7,3%

4 entries from above, with values under each structure.
Second line of a record: GLP1R inv ag | PLK1 PBD block | WRN helicase inh | DRD3 agonist | DRD3 antagonist | IL2 activator | GLP-1R agonist | PI5P4Ka inh | HEK293 tox
CC(C)C1Nc2ccc(S(N)(=O)=O)cc2C2C=CCC21 (stereo not given)
  -1% | -28% | 0% | -5 | -25 | -2.1 | 0% | ? | 2%
CC1(C(=O)OCC(=O)Nc2ccc(C(N)=O)cc2)CC1(Cl)Cl (stereo not given)
  -8% | 4% | 5% | 6 | 4 | 3.3 | 0% | 2 | -1%
CS(=O)(=O)c1cnc(-c2ccccc2)nc1Oc1ccc(F)cc1
  43%[activator] | -4% | -18%[57.1 µM] | 0 | 11 | -0.6 | 1% | -7 | 3%
Cc1ccc(N2C(=O)C3C4C=CC(CC4)C3C2=O)c([N+](=O)[O-])c1 (stereo not given)
  -18% | -4% | -6%[57.1 µM] | -1 | 8 | 5.4 | 3% | 0 | 2%

Returning to the listing with the five entries that preceded the break.
structure,GLP1R inv ag,PLK1 PBD block,WRN helicase inh,DRD3 agonist,DRD3 antagonist,IL2 activator,GLP-1R agonist,PI5P4Ka inh,HEK293 tox
Cc1nnc(SCC(=O)N2CCN(S(=O)(=O)c3ccc(Cl)cc3)CC2)n(N)c1=O,-25%,-8%,2%,5,16,1.4,-7%,-4,-4%
Cc1cc(C)c(C#N)c(SCC(=O)Nc2ccccc2C#N)n1,27%,.,.,-1,.,.,26%,.,-3%
O=C1NC[C@H](Cc2ccccc2)N(C[C@H]2CCCN2C[C@H](Cc2ccccc2)N2C[C@H](Cc3ccccc3)N(CC3CCCCC3)C(=O)C2=O)C1=O,?,-10%,6%,-30,?,-0.8,3%,-20,-28%
CCCC(=O)Nc1ccc(Cc2ccc(NC(=O)CCC)c(C(=O)O)c2)cc1C(=O)O,-6%,-20%,7%,-2,4,0.5,11%,-3,0%
CS(=O)(=O)c1cnc(-c2ccccc2)nc1Oc1ccc(F)cc1,43%[activator],-4%,-18%[57.1 µM],0,11,-0.6,1%,-7,3%
COc1ccc2sc(NC(=O)CC(C)C)nc2c1,0%,-3%,4%,-1,-17,-1.9,-2%,1,-16%
COc1cccc(N(CC(=O)NCc2cccnc2)S(C)(=O)=O)c1,8%,-11%,12%,-1,-23,-0.1,-12%,-1,3%
COc1cccc(-c2ccc(NC(=O)C3CCCN(Cc4cc(C)[nH]n4)C3)cc2)c1 (stereo not given),?,-5%,8%,-4,-8,-0.1,0%,0,-11%
CCOc1nc(NC(=O)NS(=O)(=O)Oc2ccc(Cl)cc2)nc(-c2ccccc2)n1,62%[activator],.,.,3,.,.,7%,.,5%
COc1cc(NC(=O)NS(=O)(=O)c2ccc(C)cc2)cc(OC)c1,-7%,-1%,8%,5,26,-0.8,-1%,6,-2%
CCOc1ccc(C2=Nn3c(nnc3-c3ccccn3)SC2)cc1,42%[activator],-3%,-11%,-1,-19,-2.9,8%,-5,-15%
Cn1c(CNC(=O)c2ccccc2F)nnc1SCC(=O)N1CCN(c2ccccc2)CC1,3%,-20%,-15%,-6,3,-0.2,0%,4,13%
Cc1cc(NS(=O)(=O)c2ccc(NC(=O)c3ccccc3F)cc2)no1,22%,-7%,-3%,0,18,0.4,-8%,7,1%
O=S1(=O)CC(N2CCSCC2)CN1Cc1cn(Cc2ccccc2)nn1 (stereo not given),25%,-6%,6%,8,11,1.1,1%,-1,4%
Cc1nc2sc(C(c3ccco3)N3CCC(Cc4ccccc4)CC3)c(O)n2n1 (stereo not given),?,-17%,-4%,1,16,0.5,6%,-20,-22%
COc1ccc(N2CCCC2)c(NC(=O)COc2ccccc2Cl)c1,12%,2%,-3%,4,15,0.8,6%,4,-8%
COc1ccc(NC(=O)C(=O)N2N=C3CCCCC3C2(O)C(F)(F)F)cc1 (stereo not given),-12%,-1%,-8%,2,0,-0.2,-2%,2,5%
CC(Sc1n[nH]c(N)n1)C(=O)Nc1ccc(Cl)cn1 (stereo not given),-7%,-9%,2%,0,-17,-1.0,6%,6,1%
CCCCC(=O)Nc1nnc(SCC(=O)NC2CC2)s1,8%,-8%,-28%,-16,-7,-1.8,4%,-5,5%
CC(C)c1ccc(/C=C(\NC(=O)c2ccccc2)C(=O)NCCCN2CCOCC2)cc1,-8%,0%,1%,16,12,-1.8,11%,0,?
CC1=CC(=O)Nc2cncnc2N1,11%,-11%,-6%,-3,4,-0.3,8%,0,9%
CCOCCOC(=O)c1[nH]c2c(c1C)C(=O)CC(c1ccc(OC)c(OC)c1)C2 (stereo not given),?,0%,-4%,13,26,-1.0,7%,1,-19%
Cc1c(-c2nc(N)nc(Nc3ccccc3F)n2)oc2ccccc12,0%,3%,-5%,8,21,1.5,17%,.,-60%
C[C@H](NC(=O)c1cc2c([nH]c3ccccc32)c(-c2ccccc2)n1)C(=O)O,31%,-9%,-13%,0,20,1.6,-7%,?,2%
O=C(CN1C(=O)S/C(=C\c2cccs2)C1=O)Nc1ccc(O)c(C(=O)O)c1,25%,-18%,-8%[57.1 µM],22,0,-1.3,-4%,-58*,3%
